Screens: PubChem, several laboratories
GSK3B inh – human GSK3beta kinase inhibition; AID 2097; activity score (negative = inhibition), % at 10 µM; 300,000 compounds, 0.038% hits; GST-GSK3beta kinase, ADP-Glo luminescence, 60 min; stronger effect = lower value; P49841;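 active = more than half of replicate wells score below -50%, meaning over 50% inhibition versus plate controls; inconclusive = some replicates but at most half score below -50%; inactive = no replicate scores below -50%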;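 also: 0% = median DMSO wells and -100% = median GW8510 positive control wells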
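Test system: GST-tagged human GSK3beta kinase, cell-free; evaluation: activity score scaled between in-plate DMSO and GW8510 controls; measured by: ADP-Glo luminescence; incubation: 60 min reaction, RT; benchmarks: DMSO and 20 µM GW8510; reagent: peptide substrate plus 25 µM ATP (final); medium: Tris/MgCl2 kinase buffer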
KCNQ1 block – human KCNQ1 channel inhibition; P51787; CHO-K1 KCNQ1, FluxOR thallium flux fluorescence; stronger effect = higher value; B-score at 10 µM; 310,000 compounds, 1.3% hits; AID 2642;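 active = compounds whose thallium flux B-score, printed positive for inhibition, exceeds three library SD while starting fluorescence stays within three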;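 also: channel opened by potassium depolarization with thallium stimulus after 20 min compound exposure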
GSK3A inh – blocks human GSK-3 alpha kinase. 320,000 compounds, 0.1% hits. inhibition, % at 10 µM. ADP-Glo luminescence, 60 min. P49840;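 in the data active = inhibition above about 50%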;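 also: GST-tagged GSK-3 alpha with peptide substrate and 25 µM ATP; 0% = DMSO neutral wells and 100% = GW8510 positive control wells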
Target sequence (P49840 whole entry, looked up): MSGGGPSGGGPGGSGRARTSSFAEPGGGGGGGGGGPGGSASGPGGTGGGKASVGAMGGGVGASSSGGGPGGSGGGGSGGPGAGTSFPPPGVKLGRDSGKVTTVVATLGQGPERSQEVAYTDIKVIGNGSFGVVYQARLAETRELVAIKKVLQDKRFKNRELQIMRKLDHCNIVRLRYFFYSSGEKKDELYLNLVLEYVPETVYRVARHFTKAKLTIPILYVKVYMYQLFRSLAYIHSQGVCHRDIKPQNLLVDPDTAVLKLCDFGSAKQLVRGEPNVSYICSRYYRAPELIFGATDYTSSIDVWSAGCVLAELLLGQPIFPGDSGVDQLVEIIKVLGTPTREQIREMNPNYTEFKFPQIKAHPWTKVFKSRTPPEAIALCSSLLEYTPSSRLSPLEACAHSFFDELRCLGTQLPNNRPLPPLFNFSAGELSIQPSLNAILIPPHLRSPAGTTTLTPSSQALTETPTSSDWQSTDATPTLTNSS
Dyrk1A ADPGlo – Dyrk1A (rat) kinase inhibition; inhibition, % at 12.5 µM; AID 504441; 310,000 compounds, 0.43% hits; ADP-Glo luminescence, NFATc1 peptide; Q63470; in the data active = inhibition above about 50%;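 also: plate controls were vehicle with enzyme for no effect and no enzyme for full effect; many of its hits are not listed in these tables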
KCNK9 block – human KCNK9 channel inhibition | 310,000 compounds, 1.2% hits | AID 488922 | Q9NPC2 | B-score at 10 µM | HEK293 KCNK9, FluxOR thallium flux fluorescence; stronger effect = lower value;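 active = ratio B-score over 3 SD below the library mean, with starting fluorescence within 5 SD of its mean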;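 also: negative B-score means less thallium flux so channel inhibition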
hERG rescue – hERG (human) protection from proarrhythmic block. Q12809. CHO-hERG, FluxOR thallium flux, dofetilide IC70 present. activation (rescue from dofetilide block), less the hit threshold, % at 10 µM. 310,000 compounds, 0.51% hits. AID 1511;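 active = activation above the mean of controls blocked by dofetilide plus 5 SD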;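 also: thallium influx through hERG after potassium depolarization seen as dye fluorescence rise; in these data hits start at about 4.7%; inactives centre near -7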
PolyA inhibitor – yeast polyadenylation inhibition; S. cerevisiae SKY197-pL101 polyadenylation reporter, beta-gal luminescence; efflux-impaired pdr1/pdr3 knockout yeast; score 100 = 6 SD above DMSO; calls only at 12 µM; 300,000 compounds, 0.02% hits;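 active = lowest replicate activity score at least 50, where 100 means six control SD above control mean; inconclusive = lowest score under 50 but half or more replicates reach 50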;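 also: yeast exposed to compound for 9 h at 30 °C; higher score means more reporter readthrough which indicates perturbed polyadenylation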
KCNQ1 act – human KCNQ1 channel potentiation or activation | 310,000 compounds, 0.35% hits | P51787 | CHO-K1 KCNQ1, thallium flux FluxOR fluorescence; stronger effect = higher value | B-score at 10 µM;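 active = fluorescence ratio B-score, a plate-corrected score, at least three library SD, with initial intensity B-score within 5 SD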
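System: CHO-K1 cells stably expressing KCNQ1 / Medium: assay buffer for compound exposure, DMSO matched across wells / Reagent: thallium- and potassium-containing depolarizing buffer / Compound: one concentration, matched DMSO / Incubation: 20 min compound pretreatment at room temperature / Measured by: kinetic FluxOR fluorescence, 10 s baseline plus 110 s post-stimulus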
HDAC3 inhib – inhibitors of human histone deacetylase 3. recombinant HDAC3, fluorogenic peptide/trypsin coupled, fluorescence. inhibition, % at 8.3 µM. 320,000 compounds, 0.15% hits; in the data active = inhibition above about 26%, passing the limit was not always enough; inconclusive = no clear call, values can overlap the other calls
KCNK3 block – human KCNK3 channel inhibition, primary screen; O14649; CHO-KCNK3 thallium flux, FluxOR fluorescence; stronger effect = lower value; B-score at 10 µM; 340,000 compounds, 0.84% hits;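 active = B-score under library mean minus 4 SD, starting fluorescence ratio at most library mean plus 5 SD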;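 also: more negative B-score means stronger inhibition of thallium flux through KCNK3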
Target sequence (O14649 whole entry, looked up): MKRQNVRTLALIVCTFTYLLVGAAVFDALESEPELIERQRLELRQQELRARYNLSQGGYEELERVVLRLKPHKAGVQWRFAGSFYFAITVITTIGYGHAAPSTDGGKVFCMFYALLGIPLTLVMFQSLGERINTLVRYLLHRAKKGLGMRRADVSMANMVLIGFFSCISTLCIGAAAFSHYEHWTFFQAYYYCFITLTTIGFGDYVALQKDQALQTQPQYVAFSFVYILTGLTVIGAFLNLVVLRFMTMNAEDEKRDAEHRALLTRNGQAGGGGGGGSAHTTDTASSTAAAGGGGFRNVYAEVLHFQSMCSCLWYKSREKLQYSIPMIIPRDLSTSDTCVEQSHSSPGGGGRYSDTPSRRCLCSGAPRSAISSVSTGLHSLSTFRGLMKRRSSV
RGS4 pot – RGS4 potentiation or activation; HEK293 M3R/inducible RGS4, carbachol calcium flux Fluo4; stronger effect = lower value; B-score at 10 µM; 310,000 compounds, 0.92% hits; AID 463111;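 active = B-score of the integrated calcium signal more than 4 SD below the library mean, with starting fluorescence not abnormally high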;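 also: negative B-score means reduced calcium response which marks RGS4 activation or potentiation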
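Detection: kinetic calcium fluorescence imaging with Fluo4-AM dye, 2 µM / Material: HEK293 cells with stable M3R and inducible RGS4 / Schedule: recording 10 s baseline at 1 Hz, 100 s post-agonist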
Starred values were filed as active, the others as inactive; i = inactive; u = inconclusive; x = not tested or not shown. These rows are one share of the data. The share of hits here may be higher or lower than overall.

entry	SMILES	GSK3B inh	KCNQ1 block	GSK3A inh	Dyrk1A ADPGlo	KCNK9 block	hERG rescue	PolyA inhibitor	KCNQ1 act	HDAC3 inhib	KCNK3 block	RGS4 pot
1	COc1ccccc1CC(=O)Nc1ccc(Cl)cc1C(=O)O	3	i	-6	12	i	1	i	i	-11	i	i
2	COc1ccc(NC(=O)COC(=O)CCCOc2ccc(Cl)cc2Cl)cc1	-1	i	2	-3	i	-2	i	i	11	i	i
3	CS(=O)(=O)NN1C(=O)c2ccccc2NC1c1ccccc1F (centres undefined)	1	i	0	-2	i	-3	i	i	-17	i	i
4	Cc1ccccc1C(=O)N1CCC(C(=O)Nc2ccc(S(=O)(=O)N(C)C(C)C)cc2)CC1	2	i	-3	1	i	-16	i	i	0	i	i
5	COc1ccccc1CNS(=O)(=O)c1c(C)nc2scc(C)n2c1=O	5	i	-1	-5	i	-12	i	i	-12	i	i
6	CCC(=O)Nc1cc(C)c(NC(=O)c2ccccc2OC)cn1	2	i	1	-6	i	-4	i	i	-2	i	i
7	CCc1noc(C)c1C(=O)N1CCN(S(=O)(=O)c2ccc(C)cc2C)CC1	1	i	x	0	i	-8	i	i	x	i	i
8	CC(=O)Nc1cccc(NC(=O)CSc2nc(=O)n(Cc3ccncc3)c3c2CCC3)c1	2	i	-4	-2	i	-9	i	i	-4	i	i
9	Cc1cccc(NC(=O)c2c(C)nc3ccccn23)c1	0	i	-1	12	i	-16	i	i	0	i	i
10	COC(=O)c1cc(S(=O)(=O)NCc2ccc3c(c2)OCO3)cn1C	-18	i	-3	-3	i	-2	i	i	-6	i	i
11	COc1cc(-c2nnn(CC(=O)NCc3ccccc3)n2)cc(OC)c1OC	0	i	-1	-5	i	-5	i	i	0	i	i
12	CCc1noc(C)c1C(=O)N1CCCSC1=Nc1ccccc1C(C)C	-3	6*	1	-7	i	-9	i	i	7	i	i
13	Cn1ncc2c(Sc3ccc(Cl)cc3)ncnc21	2	i	-2	4	i	-3	i	i	-3	i	i
14	N#Cc1ccc(Cl)cc1NC(=O)CSc1nc2nc(-c3cccs3)cc(C(F)(F)F)c2c(=O)[nH]1	-25	i	x	x	i	-9	i	i	-3	x	i
15	CC(C)(C)NC(=O)c1cccc(NC(=O)c2cccc(O)c2)c1	3	i	0	-3	i	-2	i	i	u	i	i
16	O=C(Nc1cccc(NC(=O)c2ccccc2[N+](=O)[O-])c1)c1ccccc1Cl	6	i	-3	x	i	2	i	i	-1	i	i
17	CC(C)CN(CCNC(=O)c1cn(C)c2ccc(S(=O)(=O)N3CCCC3)cc2c1=O)CC(C)C	-3	i	-1	x	i	-10	i	i	-1	i	i
18	Cc1ccc(C(=O)NC2CCCCCC2)cc1S(=O)(=O)N1CCOCC1	1	i	0	-5	i	-4	i	i	-5	i	i
19	CSc1cccc(NS(=O)(=O)c2ccc(F)cc2)c1	5	i	-4	1	i	-15	i	i	5	i	i
20	CCOC(=O)Cn1nc(C)c(NC(=O)CCc2ccccc2)c1C	0	i	-2	-2	i	-13	i	i	7	i	i
21	Cc1ncsc1CCC(=O)N1CCCC(Nc2ccc(C(C)C)cc2)C1 (centres undefined)	-4	i	2	-2	i	-12	i	i	0	i	i
22	CC(NC(=O)Nc1ccccc1)c1ccccc1 (centres undefined)	-1	i	0	-6	i	-3	i	i	2	i	i
23	CC1=NNC(=O)C1Cc1ccccc1 (centres undefined)	3	i	-1	x	i	-2	i	i	2	i	i
24	COc1ccc(C(=O)c2ccc(N3CCN(C(=O)c4ccc(F)cc4)CC3)c(F)c2)cc1Br	-3	i	-2	12	i	-7	i	i	6	i	i
25	Cc1cc(Oc2ccccc2)nc(SCC(=O)Nc2ccc(Cl)c(Cl)c2)n1	0	i	1	2	i	-12	i	i	5	i	i
26	COc1ccc(-c2nc(NC3=NCCCCC3)sc2C)cc1	-2	i	1	-1	i	-5	i	i	9	i	i
27	C/C(=N\NC(=O)c1cc(C)[nH]n1)C(C)(C)C	-1	i	4	-4	i	-4	i	i	1	i	i
28	Cc1ccc(S(=O)(=O)CC(=O)N2CCCCCC2)cc1	6	i	-5	0	i	-9	i	i	-8	i	i
29	O=C(Nc1ccncc1)C1c2ccccc2Oc2ccccc21	2	i	0	1	i	-14	i	i	1	i	i
30	C=CCC1NS(=O)(=O)OCC1C(C)C (centres undefined)	-3	i	2	-3	i	-5	i	i	0	i	i
31	CC1CCN(C(=S)Nc2ccc(SC(F)F)cc2)CC1	-1	i	4	-1	i	-2	i	i	19	i	i
32	CC(=O)N1CCC(=NNC(=O)c2cccs2)CC1	2	i	-1	-5	i	-4	i	i	-2	i	i
33	CCOc1cc2c(cc1/C=C1/NC(=O)N(CC(=O)OC)C1=O)OCO2	16	i	-5	-7	i	-16	i	i	1	i	i
34	Cc1nc(C)c(-c2ccc(SCC(=O)Nc3cccc(F)c3)nn2)s1	-2	i	-1	-5	i	-2	i	i	4	i	i
35	O=C(CCC(=O)NNc1nc2ccccc2c2nc(-c3ccccc3)nn12)NCCCN1CCCC1=O	2	i	0	-3	i	-10	i	i	1	i	i
36	COCCn1c(Cc2ccccc2)nnc1SCc1nc2ccccc2c(=O)[nH]1	0	i	0	x	i	-3	i	i	0	i	i
37	COc1cc2c(cc1OC)/C(=C/C(=O)c1ccc([N+](=O)[O-])c(C)c1)NCC2	-2	i	x	-4	i	-4	i	i	x	i	i
38	O=C(NCCCC1CCCC1)C1CCC(=O)N(Cc2cccc(C(F)(F)F)c2)C1 (centres undefined)	3	i	x	8	i	-10	i	i	22	i	i
39	Cc1cc2nc(CS(=O)(=O)c3ccccc3)cc(=O)n2[nH]1	3	i	-2	-5	i	-8	i	i	4	i	i
40	CN(C)/C=N/S(=O)(=O)c1cccn1-c1ncc(C(F)(F)F)cc1Cl	-6	i	-2	-3	i	-3	i	i	-4	i	i
41	C=CCNC(=S)N/N=C/c1ccc(-c2ccc(Br)cc2)o1	2	i	-8	0	i	-6	i	i	2	i	i
42	COc1ccc(CCNC(=O)COC(=O)c2ccc(N3CCCC3=O)cc2)cc1	-1	i	0	-6	i	0	i	i	-11	i	i
43	Nc1nc(SCc2ccc3c(c2)OCO3)n[nH]1	0	i	-1	-4	i	-6	i	i	-1	i	i
44	CC12CCC(C(=O)Nc3cc(F)ccc3F)(CC1=O)C2(C)C (centres undefined)	-2	i	-2	-4	i	-9	i	i	-11	i	i
45	O=C(Nc1ccc(Oc2ccccc2)nc1)C1CCCCN1Cc1ccc(O)cc1 (centres undefined)	-2	i	-1	8	i	-10	i	i	-3	i	-8.2*
46	CCC(C)(C)NC(=O)C(c1ccc(C)cc1)N(CCN1CCOCC1)C(=O)CNC(=O)c1cccs1 (centres undefined)	1	i	0	-7	i	-6	i	i	-13	i	i
47	CN1CCN(S(=O)(=O)c2cccc(C(=O)N(C)C(c3ccccc3)c3ccccc3)c2)CC1	0	i	-2	17	i	-10	i	i	-5	i	i
48	Cc1cc(=O)[nH]c(N/N=C/c2c(F)c(F)c(F)c(F)c2F)n1	-3	i	-1	1	i	-5	x	i	6	i	i
49	COCCNC(=O)C(c1ccc(O)cc1)N(Cc1cccs1)C(=O)CCC(=O)Nc1ccccn1 (centres undefined)	7	i	0	2	i	-9	i	i	4	i	i
50	N#Cc1ccncc1S(=O)c1ccc(Cl)cc1 (centres undefined)	-2	i	-1	-3	i	-1	i	i	0	i	i
51	CCCN1CCN(C(=O)CCc2nnc3ccc(N4CCN(c5cccc(OC)c5)CC4)nn23)CC1	6	i	x	-1	i	-10	i	i	-4	i	i
52	O=C(O)CCn1[nH]c(=O)ccc1=O	1	i	-47	8	i	-3	i	i	-3	i	i
53	Cc1cc(Nc2ccccc2)nc(N2CCN(C(=O)c3ccc4c(c3)OCO4)CC2)n1	1	i	-1	3	i	-11	i	i	-4	i	i
54	CCN1CCN(c2nc3c(c(=O)n(C)c(=O)n3C)n2CCSc2nccc(C)n2)CC1	4	i	-2	-2	i	-14	i	i	-1	i	i
55	Cc1ccc(C(=O)NCc2ccco2)cc1S(=O)(=O)N1CCOCC1	-1	i	0	1	i	-15	i	i	-2	i	i
56	CCOC(=O)C1(Cc2cccc(F)c2)CCN(C(=O)C2CCC2)CC1	-1	i	-4	-2	i	0	i	i	-2	i	i
57	O=S1(=O)CCOC[C@H](CC2CCCCC2)N1Cc1ccccc1	2	i	-1	-6	i	-8	i	i	5	i	i
58	CC1=NCCN1S(=O)(=O)c1ccc(Br)c(C)c1	0	i	0	-3	i	-13	i	i	5	i	i
59	CCC(=O)Nc1nc2c(OC)ccc(OC)c2s1	1	i	0	-4	i	-4	i	i	2	i	i
60	Cc1cccc(C(=O)OC(C)CN2CCN(C)CC2)c1 (centres undefined)	-2	i	4	x	i	-1	i	i	-4	i	i

Following part
entry	SMILES	GSK3B inh	KCNQ1 block	GSK3A inh	Dyrk1A ADPGlo	KCNK9 block	hERG rescue	PolyA inhibitor	KCNQ1 act	HDAC3 inhib	KCNK3 block	RGS4 pot
61	CCOc1ccc2ccccc2c1C1NC(=O)NC(C)=C1C(=O)OCCOC (centres undefined)	2	i	0	5	i	-8	i	i	6	i	i
62	Cc1c(NC(=O)CSc2nc3ccccc3s2)c(=O)n(-c2ccccc2)n1C	0	i	3	-1	i	-3	i	i	-9	i	i
63	COc1ccc(/C=N/n2c(-c3n[nH]c4c3CCC4)n[nH]c2=S)cc1	-3	i	1	x	i	-10	i	i	6	i	i
64	COC(=O)c1cc(Br)ccc1NC(=O)CCNC(=O)c1ccco1	-1	i	-1	-5	i	-4	i	i	0	i	i
65	Cc1ccc(S(=O)(=O)N(Cc2ccc(Cl)cc2)c2ccccc2C(=O)NCc2ccco2)cc1	0	i	6	8	i	-10	i	i	0	i	i
66	CCOC(=O)c1cc(-c2ccc(N)cc2)sc1N	2	i	-3	-5	i	-8	i	i	2	i	i
67	O=C(CSc1nnc(CNc2ccccc2)o1)c1ccc2c(c1)OCCO2	3	i	-38	5	i	1	i	i	u	i	i
